TAG inh: triacylglycerol accumulation inhibition; H9c2 cells, Nile Red lipid (TAG) fluorescence; cells loaded with 200 µM oleic acid; 0.66% of 230,000 active; inhibition, % at 12.5 µM;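 active = pattern-corrected inhibition of lipid staining of at least 50% with the nuclear-stain viability signal not falling by more than 50%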;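 note: 0% = DMSO wells and 100% = triacsin C control wells; some results filed as inactive read as strong as hits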
TAG inh DAPI viability: recorded beside TAG inh, whose call it bears; DAPI nuclei signal change (viability), lower = more cytotoxic, %;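 whole-well DAPI fluorescence read on a plate reader as a viability signal; minus 50 percent equals half of cells still viable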
* marks the source's active call; other numbers are inactive results. The list is partial; count on the stated rates, not on these rows.

Under each structure – TAG inh, TAG inh DAPI viability
Cn1c(SC(C(=O)Nc2ccc(F)cc2)c2ccccc2)nc2ccccc21 (stereo not given)
    -50.6, -2.1
CC(=O)c1cccc(CN2CCCC(C(=O)c3ccc4c(c3)OCO4)C2)c1 (stereo not given)
    -11.5, 19.6
COc1ccc(NC(=O)Cn2c(=O)oc3cc(S(=O)(=O)N4CCCC4)ccc32)cc1
    -10.7, 1.0
CCc1ccccc1NC(=S)Nn1cnnc1
    -7.9, 3.5
CCCC1C2C(=O)N(c3ccc(OC)cc3)C(=O)C2ON1c1ccccc1 (stereo not given)
    16.9, -4.7
CCc1c(N=O)c(-c2ccccc2)n(O)[n+]1[O-]
    -5.3, 3.1
ON=C(CCc1ccccc1)c1ccccc1
    -4.0, -3.3
CCN(CC)S(=O)(=O)c1ccc(N2CCOCC2)c(NC(=O)C2=COCCO2)c1
    1.1, 0.8
Cc1ccc(NC(=O)Cn2c(=O)n(CCCC(=O)NCc3ccco3)c(=O)c3ccccc32)cc1
    2.1, 2.6
CCCCNC(=O)c1ccc(Cn2c(=S)[nH]c3c([nH]c4ccc(OC)cc43)c2=O)cc1
    19.5, -3.1
Nc1nc(SCc2cccc(Br)c2)n[nH]1
    -14.7, -6.5
CC(C)CN1CC(C)C(=O)N(c2ccccc2)C1=S (stereo not given)
    -6.6, 0.6
C[C@H](CO)N1C[C@H](C)[C@H](CN(C)C(=O)Nc2cccc3ccccc23)Oc2c(NC(=O)c3ccc(-c4nccs4)cc3)cccc2C1=O
    13.9, -5.5
COC(=O)c1cc(=O)c2cccc(OC)c2[nH]1
    1.7, 0.0
COc1ccc(S(=O)(=O)N2CCCC2)cc1C(=O)N1CCCCC1
    -2.6, 6.5
Cc1ccccc1OCC(=O)Nn1c(COc2ccccc2)nc2ccccc2c1=O
    8.5, -7.1
O=S1(=O)CC(N2CCCCC2)C1CN1CCCCC1 (stereo not given)
    10.7, -9.8
O=C(COc1ccc(Br)cc1)N/N=C1/SCC(=O)N1Cc1ccco1
    -9.3, -4.5
Cc1nc2ccccc2c2c(N)cccc12
    -1.5, -5.2
CC(=O)c1ccc(N2CCN(C(=O)CNC(=O)c3ccc(Br)o3)CC2)cc1
    10.1, 4.1
CCOC(=O)NC1(NC(C)C)Oc2ccccc2O1
    2.9, -12.1
CCOC(=O)C1CCN(C(=O)COC(=O)c2ccc([N+](=O)[O-])o2)CC1
    4.6, -6.1
O=C(CNCc1ccco1)Nc1ccc(Oc2ccccc2)cc1
    5.4, -9.3
O=C(COc1ccccc1)Nc1ccc(OC(F)(F)C(F)F)c(NC(=O)COc2ccccc2)c1
    22.2, -3.7
O=C(NCC(c1ccco1)N1CCc2ccccc2C1)c1ccccc1Br (stereo not given)
    -23.3, 8.1
CCOC(=O)C1=CN(Cc2ccco2)S(=O)(=O)NC1c1cccc(OC)c1 (stereo not given)
    -10.7, -0.9
CCCCn1c(CCNC(=O)CCC)nc2ccccc21
    -12.8, 1.8
O=C(/C=N/NC(=O)c1ccc(Cl)cc1Cl)c1ccccc1
    -5.4, -3.6
O=C(Nc1nnc(SCc2ccccc2)s1)C1=COCCO1
    -15.6, 1.8
OCC1(Cc2ccccc2F)CCCN(CC2CCCCC2)C1 (stereo not given)
    -15.6, 10.4

Ordered by length of the SMILES (lowest first): some entries from above.
Under each structure – TAG inh, TAG inh DAPI viability
O=C(Nc1nnc(SCc2ccccc2)s1)C1=COCCO1
    -15.6, 1.8
O=C(NCC(c1ccco1)N1CCc2ccccc2C1)c1ccccc1Br (stereo not given)
    -23.3, 8.1
O=C(COc1ccc(Br)cc1)N/N=C1/SCC(=O)N1Cc1ccco1
    -9.3, -4.5
Cc1ccccc1OCC(=O)Nn1c(COc2ccccc2)nc2ccccc2c1=O
    8.5, -7.1
COc1ccc(NC(=O)Cn2c(=O)oc3cc(S(=O)(=O)N4CCCC4)ccc32)cc1
    -10.7, 1.0

New compounds follow.
Under each structure – TAG inh, TAG inh DAPI viability
Cc1ccc(S(=O)(=O)N/N=C/c2cccc(OC3CSC3)c2)cc1
    14.8, -1.1
COc1cc(/C=N/NC(=O)Cc2csc(C)n2)ccc1OCC(C)C
    -7.2, -8.8
C[C@@H]1CNC(=O)c2c(C(=O)NCC(=O)OC(C)(C)C)ncn21
    -4.9, 1.5
O=C(Nc1cccc(S(=O)(=O)N2CCOCC2)c1)c1ccccn1
    5.6, -5.0
COCc1cccc(-c2csc(C(C)(O)c3ccc(OC)cc3)n2)c1 (stereo not given)
    -17.9, 5.7
COC(=O)N/N=C/c1cccs1
    -0.7, 24.6
O=C1CS/C(=C/C(=O)c2cccc(Cl)c2)N1
    -3.7, 3.0
Cc1cccnc1NC(=O)CNC(=O)C12CC3CC(CC(C3)C1)C2
    18.0, 0.2
CCn1nc(C(=O)NNS(=O)(=O)c2ccc(C)cc2)c2ccccc2c1=O
    -2.5, 1.2
c1ccc2c(SCc3cn4ccccc4n3)nncc2c1
    5.3, -6.2
Cc1c(CNCCCc2ccccc2)c(C(=O)O)c(C)n1Cc1ccccc1
    7.3, 12.0
C[C@@H]1CCC[C@@]2(O[C@@H](CCO)C[C@H](O)[C@H]2O)O1
    -1.5, 6.5
COc1ccccc1CCNC(=O)CN1C(=O)NC2(CCCC2)C1=O
    -6.0, -2.2
CC(C)OCCCNC1=C(Cl)C(=O)c2ccccc2C1=O
    15.9, 0.7
CC(NS(=O)(=O)CCNC(=O)c1ccccc1)c1ccccc1 (stereo not given)
    7.8, 2.8
Cc1ccc(C2C(C#N)=C(N)Oc3n[nH]c(-c4cccnc4)c32)o1 (stereo not given)
    8.9, -11.4
c1ccc(OCc2cc(-c3ccccc3)no2)cc1
    2.5, -5.8
CCCN1CCN(C(=S)NCc2ccc(Cl)cc2)CC1
    -15.7, 20.0
Cc1cc(C(=O)NC2CCCc3c2cnn3-c2cccc(C)c2C)c(C)o1 (stereo not given)
    22.9, -7.5
CC(c1ccon1)N(C)Cc1cn(Cc2ccccc2)nc1-c1ccc2c(c1)OCO2 (stereo not given)
    10.3, -3.0
COc1ccc(C(=O)Nc2ccc(S(=O)(=O)Nc3cc(C)nc(C)n3)cc2)cc1OC
    -0.4, -5.0
CCc1noc(C)c1C(=O)OCC(=O)c1ccc(NC(=O)CC(C)C)cc1
    -37.0, -3.7
O=C(N/N=C/c1cccc([N+](=O)[O-])c1)c1ccncc1
    12.1, -11.0
O=C(Nc1cccc([N+](=O)[O-])c1)c1cc2ccccc2cc1O
    24.4, -25.6
OCC1(Cc2ccc(Cl)cc2)CCN(CC2CC=CCC2)CC1 (stereo not given)
    7.4, 5.6
Cc1ccccc1/C(=N\S(=O)(=O)c1ccc(Br)cc1)Nc1ccccc1
    -8.1, 3.3
N#Cc1c2c(c(Nc3ccc(F)cc3)n3c1nc1ccccc13)CCCC2
    -15.2, 13.6
CCN(CC(=O)Nc1c(F)cccc1F)C(=O)c1cc(S(=O)(=O)N(C)C)ccc1N1CCCC1
    9.7, -1.3
COc1ccc(-c2[nH]ncc2CN(C)Cc2cccnc2)c(OC)c1
    1.7, -12.1
O=C1OCCN1c1c(-c2ccccc2)c(N2CCOCC2)nc2ccccc12
    -10.4, -1.5

Individual results from the results shown:
COCc1cccc(-c2csc(C(C)(O)c3ccc(OC)cc3)n2)c1 (stereo not given) – TAG inh DAPI viability: 5.7
O=C1CS/C(=C/C(=O)c2cccc(Cl)c2)N1 – TAG inh DAPI viability: 3.0
O=C(N/N=C/c1cccc([N+](=O)[O-])c1)c1ccncc1 – TAG inh DAPI viability: -11.0

The main list resumes; the 4 compounds before the break are reprinted first.
Under each structure – TAG inh, TAG inh DAPI viability
N#Cc1c2c(c(Nc3ccc(F)cc3)n3c1nc1ccccc13)CCCC2
    -15.2, 13.6
CCN(CC(=O)Nc1c(F)cccc1F)C(=O)c1cc(S(=O)(=O)N(C)C)ccc1N1CCCC1
    9.7, -1.3
COc1ccc(-c2[nH]ncc2CN(C)Cc2cccnc2)c(OC)c1
    1.7, -12.1
O=C1OCCN1c1c(-c2ccccc2)c(N2CCOCC2)nc2ccccc12
    -10.4, -1.5
CC(C)(C)C(=O)Nc1nnc(SCC(=O)Nc2nccs2)s1
    30.6, -18.2
Cc1cc(NC(=O)c2ccc3c(c2)C(=O)N(c2cccc(C)c2C)C3=O)no1
    -4.5, 4.6
CNc1cccc(-c2cccc(C(=O)N3CCOCC3)c2)n1
    -8.7, -0.9
S=C(Cc1ccccc1)N1CCOCC1
    -21.6, -6.9
COC(=O)c1c(NC(=O)C2CC(C)=C(C)CC2C(=O)O)sc2c1CCCCC2 (stereo not given)
    5.7, 5.9
O=C(NCc1cccnc1)c1ccc([N+](=O)[O-])cc1
    2.7, -0.9
COc1ccccc1NC(=S)N1CCC(NC(=O)c2ccco2)CC1
    12.8, -7.4
CC(=O)NC1=NN(C(C)=O)C(C)(c2ccc(C)o2)S1 (stereo not given)
    -1.4, 5.3
COc1ccc(CSCC(=O)N/N=C/c2ccc(OCC(=O)NCc3ccco3)cc2)cc1
    -0.9, 6.5
CC(O)Cc1cn([C@@H](CCCCN)C(=O)N2CCNCC2)nn1 (stereo not given in full)
    -13.0, 1.4
Cc1nc(C)c(C(=O)C2=C(O)C(=O)N(CCN(C)C)C2c2ccccc2)s1 (stereo not given)
    -7.1, 2.8
CCCCN(C=O)c1c(CC)nc2c(OCCn3cccc3)cccn12
    -11.5, 1.1
CCC1NC(=O)c2cccnc2-n2c1nc1cc(C)cc(C)c1c2=O (stereo not given)
    -10.7, 6.8
CCOc1ccc(NC(=O)c2nnn(CC(=O)Nc3ccccc3OCC)c2N)cc1
    26.8, 2.0
COC(=O)[C@H](CO)N1C(=O)[C@@H]2[C@H](C1=O)C1C=C[C@H]2C1
    16.6, -5.6
N#Cc1nc(COc2ccc(F)cc2)oc1N1CCC(Cc2ccccc2)CC1
    -46.9, -20.7
O=c1c2oc3ccccc3c2ncn1Cc1ccc(Cl)cc1
    5.2, -7.0
COc1ccc(S(=O)(=O)N[C@H](C(=O)O)C(C)C)cc1
    -0.8, -1.8
C[C@]12CCC(=O)C=C1CC[C@@H]1[C@@H]2C(=O)C[C@@]2(C)[C@H]1CC[C@]2(O)C(=O)CO
    4.9, 12.3
CCN(CC)c1ccc(NC(=O)c2cccnc2)cc1
    -9.8, 4.7
COc1ccc(S(=O)(=O)N2CCCCCC2)cc1C(=O)NCc1ccco1
    0.6, -4.0
Cc1cc(F)ccc1S(=O)(=O)Nc1ccccc1C(=O)NCc1cccnc1
    -14.0, 2.1
O=C(Nc1nc2ccccc2s1)c1cccc(S(=O)(=O)N2CCc3ccccc32)c1
    8.3, 11.0
CCN1CCN(C(=O)C2(NC(=O)Nc3ccccc3Cl)CCCCC2)CC1
    -5.0, 5.2
O=C(COc1ccc(Br)cc1)NNC(=S)NC(=O)c1ccccc1[N+](=O)[O-]
    -2.7, -6.2
Cc1ccc2sc(N(CCN(C)C)C(=O)c3ccc(S(=O)(=O)N4CC(C)OC(C)C4)cc3)nc2c1C (stereo not given)
    9.0, 4.0
COc1ccccc1/C=C/CN1CCCC(CO)(Cc2cccc(Cl)c2)C1 (stereo not given)
    -14.0, 23.3
Cc1cccc(NC(=O)NNC(=O)CCc2ccccc2)c1
    -2.0, -4.6
CCN(c1ccccc1)S(=O)(=O)c1ccc(OCc2c(C)noc2C)cc1
    -4.1, -0.7
N#CCSCC(=O)Nc1ccccc1
    8.2, 5.5
COc1cccc(CN(C)C(=O)c2ccc(NC(=O)CC3SC(N4CCCCC4)=NC3=O)cc2)c1OC (stereo not given)
    19.3, 0.1
O=C(COc1ncnc2ccc(Br)cc12)NC1CCCC1
    18.7, -1.5
O=Cc1ccccc1-n1cncn1
    -7.0, -4.4
